LEDGF integ inh = blockers of LEDGF/p75-dependent integrase strand transfer – biochemical, TR-FRET, high throughput, primary screen. TR-FRET IN-LEDGF/p75 DNA integration, Eu/Cy5. inhibition, % at 3.7 µM. 0.64% of 370,000 active. AID 743269, 2014;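 active means inhibition above the screen-wide mean plus 3 SD, cut at about 13% in these data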;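 further: signal is the Cy5 over europium emission ratio at 671 and 618 nm; 0% = plate median of compound wells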
TCR-CD3 inh = inhibitors of human TCR-CD3 interaction, primary screen, biochemical, fluorescence, TAMRA-labeled TCR probe; T-cell receptor (TCR); inhibition, % at 9.4 µM; 0.37% of 360,000 active; AID 651800, 2012; in the data active means inhibition above about 19%;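 further: recombinant mutant TCR 2C K166C tagged with TAMRA read by polarization; 0% = receptor in buffer alone and 100% = receptor with positive control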
TDP2 inh = human TDP2 enzyme inhibitors, primary screen, biochemical, epi absorbance, recombinant enzyme; Tyrosyl-DNA phosphodiesterase 2 (Homo sapiens), O95551; T5PNP hydrolysis, p-nitrophenol absorbance 415 nm; inhibition, % at 12.8 µM; 0.34% of 370,000 active; AID 720702, 2013;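 active means inhibition above the mean of all tested compounds plus 3 SD, set per campaign, cut at about 25% in these data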;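 further: 0% = DMSO with enzyme and 100% = buffer with substrate but no TDP2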
Target sequence (O95551 whole entry, looked up): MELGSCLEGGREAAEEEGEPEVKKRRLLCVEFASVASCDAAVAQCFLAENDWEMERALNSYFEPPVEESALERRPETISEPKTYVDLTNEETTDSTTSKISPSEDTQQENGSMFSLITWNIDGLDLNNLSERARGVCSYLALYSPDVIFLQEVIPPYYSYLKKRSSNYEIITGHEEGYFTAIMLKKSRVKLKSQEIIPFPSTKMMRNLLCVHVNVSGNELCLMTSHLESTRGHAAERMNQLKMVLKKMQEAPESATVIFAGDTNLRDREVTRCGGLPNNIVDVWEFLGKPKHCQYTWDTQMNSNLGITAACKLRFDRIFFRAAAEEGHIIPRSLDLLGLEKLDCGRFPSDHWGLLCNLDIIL
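Material: recombinant human TDP2; quantity: TDP2 enzyme at 120 nM final; medium: Tris-HCl pH 7.5 with MgCl2; compound: single concentration, 12.8 µM nominal, with 1% DMSO; incubation: 2 h enzyme incubation at 37 °C; signal: epi absorbance; measure: percent inhibition; benchmarks: high control without enzyme, low control DMSO plus TDP2; repeats: singlicate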
PRMT1 inh = PRMT1 methyltransferase inhibitors, primary screen, biochemical, fluorescence polarization. Protein arginine N-methyltransferase 1 (Homo sapiens), Q99873. recombinant PRMT1, activity-based probe fluorescence polarization. inhibition, % at 2.79 µM. 1.3% of 370,000 active. AID 652257, 2013;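 active means inhibition above about 21% made by adding two undisclosed values, limit read from the data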
DDE Tn7 FP inh = inhibitors of Tn7 peptide binding to fibrin DD(E), primary screen, biochemical, fluorescence polarization, human fibrin, Tn7 probe; Fibrinogen beta chain (Homo sapiens), P02675; 0.13% of 370,000 active; FP displacement of FITC-Tn7 peptide from fibrin DD(E); 0% = median of compound wells per plate; AID 720508, 2013; inhibition, % at 8.3 µM;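 active means inhibition above the mean of compounds falling within the control limits plus 3 SD of them, cut at about 14% in these data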;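 further: 0% = plate median of compound wells and 100% = 10 µM Aha-Tn7 peptide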
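Also added: labelled Tn7 tracer, 0.1 µM; Assay system: human fibrin DD(E) protein; Amount: 2 µM fibrin DD(E); Schedule: 10 min compound pre-incubation, 3 h probe incubation at room temperature; Repeats: one replicate per compound; Read-out basis: percent inhibition; Measured by: fluorescence polarization of the labelled Tn7 tracer.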
KLK7 zymogen act = proKLK7 zymogen activators, primary screen, biochemical, fluorescence intensity; 0.9% of 370,000 active; purified proKLK7, EDANS-DABCYL substrate fluorescence; 100% is mature enzyme control, 0% vehicle; activation, % at 7 µM; Kallikrein-7 (Homo sapiens), P49862;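 active means activation above the mean of all tested compounds plus 3 SD, computed per campaign excluding outliers beyond control limits, cut at about 13% in these data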
SIAE inh = human SIAE inhibitors, primary screen, biochemical, fluorescence polarization, FP-Rh probe, 1536-well HTS. Sialate O-acetylesterase (Homo sapiens), Q9HAT2. SIAE FP-Rh probe binding. inhibition, % at 9.66 µM. 0.69% of 370,000 active. AID 1053197, 2014;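 active means inhibition above a cutoff: mean of compounds within the control limits plus 3 SD of those, cut at about 17% in these data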;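 further: 0% = plate median of compound wells and 100% = probe without SIAE protein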
Target sequence (Q9HAT2 whole entry, looked up): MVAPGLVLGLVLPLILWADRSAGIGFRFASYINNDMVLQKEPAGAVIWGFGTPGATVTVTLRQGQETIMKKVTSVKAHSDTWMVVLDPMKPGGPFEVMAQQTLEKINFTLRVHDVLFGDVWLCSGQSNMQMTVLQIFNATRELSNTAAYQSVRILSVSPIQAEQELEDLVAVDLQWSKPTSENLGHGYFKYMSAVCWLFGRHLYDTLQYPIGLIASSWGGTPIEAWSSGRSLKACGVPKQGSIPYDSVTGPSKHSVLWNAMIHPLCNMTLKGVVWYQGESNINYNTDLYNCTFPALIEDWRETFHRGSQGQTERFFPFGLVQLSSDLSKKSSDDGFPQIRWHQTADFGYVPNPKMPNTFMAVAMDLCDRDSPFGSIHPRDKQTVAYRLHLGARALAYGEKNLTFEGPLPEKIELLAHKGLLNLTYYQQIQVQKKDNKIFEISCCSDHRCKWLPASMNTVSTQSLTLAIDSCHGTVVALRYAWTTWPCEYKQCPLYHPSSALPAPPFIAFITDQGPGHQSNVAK
Tn6 DDE FP = inhibitors of Tn6 peptide binding to fibrin DD(E), primary screen, biochemical, fluorescence polarization, human fibrin, Tn6 probe; Fibrin DD(E) TRITC-Tn6 fluorescence polarization displacement; inhibition, % at 8.3 µM; Fibrinogen beta chain (Homo sapiens), P02675; 0.21% of 370,000 active;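 active means inhibition above a per-campaign cutoff: mean of compounds within control limits plus 3 SD, cut at about 15% in these data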;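 further: 0% = median of all compound wells on the plate and 100% = blocking peptide control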
MBD2 inh = inhibitors of MBD2 binding to methylated DNA, primary screen, biochemical, TR-FRET, DNA-binding domain, human. MBD2 binding to methylated oligonucleotide. inhibition, % at 4.4 µM. 0.31% of 370,000 active; in the data active means inhibition above about 13%
UHRF1 binding = UHRF1 methylated DNA binding inhibitors, primary screen, counter-screen for MBD2 inhibitor project, biochemical, TR-FRET, human UHRF1, single concentration | E3 ubiquitin-protein ligase UHRF1 (Homo sapiens), Q96T88 | UHRF1 binding to methylated oligo | inhibition, % at 4.4 µM | 0.75% of 370,000 active | AID 687016, 2013; in the data active means inhibition above about 21%;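 further: UHRF1 SRA domain binding a hemimethylated CpG hairpin DNA probe; 0% = median of test compound wells and 100% = reference inhibitor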
* hit, by the source's call; / = no result given.

SMILES | LEDGF integ inh | TCR-CD3 inh | TDP2 inh | PRMT1 inh | DDE Tn7 FP inh | KLK7 zymogen act | SIAE inh | Tn6 DDE FP | MBD2 inh | UHRF1 binding
Cc1cccc(NC(=O)c2ccc3c(c2)C(=O)N(c2ccccn2)C3=O)c1C | -2 | -4 | 12 | -2 | 1 | 0.5 | 1 | -2 | 0 | 0
Cc1ccc(Cl)cc1N1CCN(C(=O)c2noc(C)c2[N+](=O)[O-])CC1 | -2 | -6 | 8 | -1 | -3 | -0.1 | 5 | -5 | 1 | -4
Cc1ccc(Cn2cc(CN3CC(N4CCN(CCN(C)C)CC4)CS3(=O)=O)nn2)cc1 (configuration not stated) | -1 | 8 | -9 | 0 | 0 | 0.1 | 4 | -11 | 7 | 18
CN(CC(=O)N1CCN(c2ccccn2)CC1)S(=O)(=O)c1ccc(Cl)cc1 | -1 | 8 | -7 | 2 | -1 | -0.3 | -3 | -3 | -4 | -1
COc1ccc(C(O)c2ncc(-c3ccc4ccccc4c3)[nH]2)cc1F (configuration not stated) | -2 | -2 | 2 | 3 | -2 | -0.3 | -6 | 3 | 3 | 2
C=CCNc1nc(NCCN2CCOCC2)nc(OC)n1 | 3 | -2 | -19 | -3 | -6 | -0.8 | -4 | 2 | -2 | 10
CCc1cccc(C)c1NC(=O)CN1C(=O)c2ccccc2S1(=O)=O | 5 | 5 | -3 | -1 | -3 | -0.2 | -2 | -3 | -2 | 1
Cc1ccc(NC(=O)c2cc(-n3cnnc3)ccc2Cl)c(C)c1 | 1 | 9 | -14 | -1 | -7 | -0.1 | -2 | -1 | -4 | 1
Cc1ccc(Oc2ccc(C(=O)NCc3ccncc3)cc2)cc1 | 3 | 1 | -14 | -3 | -9 | -0.2 | -9 | -6 | 5 | 1
Cc1ccc(C(=O)COC(=O)C(C)N2C(=O)C3C4C=CC(C4)C3C2=O)cc1C (configuration not stated) | -2 | 4 | -3 | 3 | -10 | 0.0 | -3 | 1 | 4 | 0
Nc1ccc(S(N)(=O)=O)cc1N | 3 | 1 | 16 | -2 | 3 | -0.8 | 3 | 3 | -3 | -3
COC(=O)[C@H](Cc1ccccc1)NC(=O)Cn1ccc(NC(=O)OCc2ccccc2)nc1=O | 1 | -5 | 6 | 1 | 3 | -0.2 | -8 | 4 | 0 | 0
Cc1oc(-c2ccccc2Cl)nc1CS(=O)(=O)CC(=O)NCCN1CCOCC1 | -2 | 5 | 8 | -2 | 4 | 0.0 | 0 | -5 | 1 | -2
COc1ccc(C2C(C(=O)c3ccco3)=C(O)C(=O)N2CC2CCCO2)cc1OC (configuration not stated) | 6 | 5 | 12 | 0 | -1 | 0.4 | 0 | 8 | -1 | -8
CN(C(=O)CN1C(=O)S/C(=C\c2cccc(Cl)c2)C1=O)C1CCS(=O)(=O)C1 (configuration not stated) | -3 | -4 | 1 | 4 | -2 | 0.1 | 2 | -8 | -3 | 0
Cc1ccccc1OCCC(=O)N(CC(C)C)c1c(N)n(Cc2ccccc2)c(=O)[nH]c1=O | 0 | -5 | 4 | 0 | -5 | 0.2 | 6 | -1 | 2 | -3
O=C(NCC1CCN(Cc2cccc(Cl)c2)CC1)C1CCCN(c2ncnc3c2nc2n3CCCCC2)C1 (configuration not stated) | 2 | 2 | 12 | 0 | 1 | 0.0 | 4 | 5 | 1 | 0
O=C(NNC(=O)c1ccc(F)c(S(=O)(=O)N2CCOCC2)c1)c1ccc([N+](=O)[O-])cc1 | 2 | 0 | 2 | -1 | 4 | 0.2 | -4 | 6 | 3 | -2
Cc1nnc(SCC(=O)N2CCN(S(=O)(=O)c3ccccc3)CC2)n1Cc1ccccc1 | -4 | -1 | 12 | 1 | -1 | 0.2 | 5 | -8 | 1 | -1
O=C(NCCc1cccnc1)C1CCC(=O)N(Cc2ccc(Cl)cc2)C1 (configuration not stated) | 1 | -2 | -4 | -7 | -7 | -0.1 | -2 | 1 | -2 | -2
O=C(O)C1CC=CCC1C(=O)Nc1ccc(N2CCN(Cc3ccccc3)CC2)cc1 (configuration not stated) | 3 | -7 | 7 | 2 | 4 | -0.5 | 3 | 5 | -1 | -5
O=C(CSc1ccc(-c2ccccn2)nn1)c1ccccc1 | -5 | -6 | 6 | -1 | 8 | -0.2 | -6 | -2 | 3 | -1
COc1ccc(C)cc1S(=O)(=O)N1CCC(C(=O)NCCc2ccccc2)CC1 | -2 | 4 | 5 | -3 | 0 | 0.1 | 12 | 3 | 2 | 1
Cc1ccc(NC(=O)C2CCN(S(=O)(=O)c3ccc(Cl)c(C(F)(F)F)c3)CC2)nc1 | 3 | -16 | -2 | -3 | -7 | -0.4 | -4 | 2 | 1 | 2
COc1ccccc1N1CCN(CC(=O)c2c(C)[nH]c3ccccc23)CC1 | -3 | -8 | -12 | 1 | 16* | 0.7 | 0 | 0 | 4 | 1

An excerpt of these results, with two lines to a compound.
Values in the order: LEDGF integ inh, TCR-CD3 inh, TDP2 inh, PRMT1 inh, DDE Tn7 FP inh, KLK7 zymogen act, SIAE inh, Tn6 DDE FP, MBD2 inh, UHRF1 binding
> Cc1ccccc1OCCC(=O)N(CC(C)C)c1c(N)n(Cc2ccccc2)c(=O)[nH]c1=O
→ 0, -5, 4, 0, -5, 0.2, 6, -1, 2, -3
> O=C(NCC1CCN(Cc2cccc(Cl)c2)CC1)C1CCCN(c2ncnc3c2nc2n3CCCCC2)C1 (configuration not stated)
→ 2, 2, 12, 0, 1, 0.0, 4, 5, 1, 0
> O=C(NNC(=O)c1ccc(F)c(S(=O)(=O)N2CCOCC2)c1)c1ccc([N+](=O)[O-])cc1
→ 2, 0, 2, -1, 4, 0.2, -4, 6, 3, -2
> Cc1nnc(SCC(=O)N2CCN(S(=O)(=O)c3ccccc3)CC2)n1Cc1ccccc1
→ -4, -1, 12, 1, -1, 0.2, 5, -8, 1, -1
> O=C(NCCc1cccnc1)C1CCC(=O)N(Cc2ccc(Cl)cc2)C1 (configuration not stated)
→ 1, -2, -4, -7, -7, -0.1, -2, 1, -2, -2
> O=C(O)C1CC=CCC1C(=O)Nc1ccc(N2CCN(Cc3ccccc3)CC2)cc1 (configuration not stated)
→ 3, -7, 7, 2, 4, -0.5, 3, 5, -1, -5
> O=C(CSc1ccc(-c2ccccn2)nn1)c1ccccc1
→ -5, -6, 6, -1, 8, -0.2, -6, -2, 3, -1
> COc1ccc(C)cc1S(=O)(=O)N1CCC(C(=O)NCCc2ccccc2)CC1
→ -2, 4, 5, -3, 0, 0.1, 12, 3, 2, 1
> Cc1ccc(NC(=O)C2CCN(S(=O)(=O)c3ccc(Cl)c(C(F)(F)F)c3)CC2)nc1
→ 3, -16, -2, -3, -7, -0.4, -4, 2, 1, 2
> COc1ccccc1N1CCN(CC(=O)c2c(C)[nH]c3ccccc23)CC1
→ -3, -8, -12, 1, 16*, 0.7, 0, 0, 4, 1

(list continues)
SMILES | LEDGF integ inh | TCR-CD3 inh | TDP2 inh | PRMT1 inh | DDE Tn7 FP inh | KLK7 zymogen act | SIAE inh | Tn6 DDE FP | MBD2 inh | UHRF1 binding
O=[N+]([O-])c1cc(S(=O)(=O)N2CCOCC2)ccc1OCc1ccccc1C(F)(F)F | 3 | -9 | -10 | 3 | 0 | -0.4 | -2 | -1 | 8 | 3
O=C(CN1C(=O)c2cccc3cccc1c23)Nc1ccccc1C(=O)NCc1ccco1 | 0 | 8 | 2 | -1 | 3 | -35 | 0 | 5 | 0 | -3
N#CCC[C@H]1CC[C@]2(CCCN(Cc3cccc4ccccc34)C2)O1 | -1 | / | 5 | -3 | -2 | 0.2 | -4 | 0 | -2 | -2
COC(=O)c1ccccc1NC(=O)NC1CCCCC1 | 0 | -1 | -2 | 5 | -1 | 0.5 | -14 | -2 | 6 | 4
CCN(CC)C(=O)C1=C(C)N(Cc2ccccc2)C(=O)C(CC(=O)NCc2cccc3ccccc23)C1 (configuration not stated) | -6 | -6 | -4 | 3 | -4 | -0.4 | 1 | 5 | 0 | 0
CC(=O)Oc1c(C)c(C)c2c(c1C)CCC(C)(CCCC(C)CCCC(C)CCCC(C)C)O2 (configuration not stated) | -6 | -5 | -6 | 4 | 2 | -0.6 | -2 | 2 | -1 | 2
NC(=O)c1ccc(NC(=S)NCc2ccco2)cc1 | -6 | -4 | 15 | 3 | -6 | -0.1 | 2 | -5 | 3 | 1
O=C(COc1ccc(Br)cc1Cl)N1CCN(c2ncccn2)CC1 | 7 | -10 | -22 | 0 | -4 | 0.2 | -6 | -10 | -6 | 2
CC1CCC(NC(=O)C(C)N2C(=O)C3CCCCC3C2=O)CC1 (configuration not stated) | 4 | 0 | -13 | -5 | -3 | 0.5 | 4 | 3 | -8 | -1
CCS(=O)(=O)Nc1cccc(-c2ccc3nnc(C)n3n2)c1 | 4 | -5 | -1 | 1 | 3 | 0.3 | 3 | -1 | 2 | 0
CC(Oc1ccc2c(-c3ccccc3)cc(=O)oc2c1)C(=O)NCCCN1CCOCC1 (configuration not stated) | 6 | -5 | 12 | 2 | 4 | -0.3 | 1 | 5 | -8 | -2
Cc1ccc(Cn2ncc3c(N4CCN(Cc5ccc(Cl)cc5)CC4)ncnc32)cc1 | -4 | -9 | -2 | 3 | -2 | 0.0 | 2 | -4 | -3 | 3
CCn1cc(CCC(=O)Nc2ccc(Oc3cccnc3)cc2)c2ccccc21 | 1 | -13 | 3 | 2 | 9 | 1.0 | 3 | -4 | 4 | 0
COc1cccc(NC(=O)c2ccc(S(=O)(=O)N3CCCC3)cc2)c1 | 1 | -3 | -1 | -1 | -1 | 0.6 | 8 | 5 | 0 | 1
Cc1nn(-c2ccccc2)c2sc(C(=O)N3CCc4ccccc4C3)cc12 | -2 | -2 | -10 | 0 | -2 | 0.1 | -20 | -3 | -2 | 0
Cc1ccc(/C=C(\NC(=O)c2ccccc2)C(=O)OCc2ccccc2)cc1 | -1 | 7 | 12 | -3 | 1 | -0.3 | -6 | -2 | 2 | 3
O=[N+]([O-])c1cccc(-c2ccn[nH]2)c1 | 8 | -1 | 11 | -4 | -4 | 0.8 | 3 | -2 | 1 | -4
